Compound activity deposited in PubChem by Southern Research Specialized Biocontainment Screening Center.
H37Rv inhibition – M. tuberculosis growth inhibition, HTS (AID 449762); inhibition, % at 25 µM; hits with a dose series show IC50 in µM; M. tuberculosis H37Rv growth inhibition, 7H9 media; higher % means a stronger effect; actives 0.59% (n = 330,000); in the data active = a potency from the dose series; inconclusive = inhibition above about 70% without an active follow-up result;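 also: bacterial growth assessed after seven days of incubation; strong numbers were not always called active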
inhibitors of VEEV – inhibitors of VEEV TC-83 cytopathic effect, confirmation, Vero cells (AID 588727); Vero cells, VEEV TC-83 cytopathic effect inhibition; higher % means a stronger effect; inhibition, % at 20 µM, or IC50 in µM where a hit was titrated; actives 0.13% (n = 350,000); in the data active = a potency from the dose series; inconclusive = inhibition mostly from about 14% at the one dose, without a potency; inactive = the rest, 99 in 100 with inhibition below about 12%; also: strong numbers were not always called active
PhoP GFP inhibition – Inhibition of PhoP regulon, Salmonella typhi GFP reporter cells, confirmation, 4 h (AID 1850); actives 0.33% (n = 310,000); Salmonella Typhi PhoP-promoter GFP reporter, fluorescence, 4 h; higher % means a stronger effect; inhibition, % at 50 µM, or IC50 in µM where a hit was titrated; in the data active = a potency from the dose series; inconclusive = inhibition mostly from about 25% at the one dose, without a potency; inactive = the rest, 99 in 100 with inhibition below about 19%;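 also: 0% = induced wells with vehicle and 100% = uninduced wells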
M. tuberculosis – growth inhibition of non-replicating M. tuberculosis (AID 488890); Mycobacterium tuberculosis non-replicating, growth inhibition; higher % means a stronger effect; inhibition, % at 25 µM; hits with a dose series show IC50 in µM; actives 0.39% (n = 320,000); in the data active = a potency from the dose series; inconclusive = inhibition mostly from about 82% at the one dose, without a potency; inactive = the rest, 99 in 100 with inhibition below about 76%;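 also: plate controls were DMSO cells for no effect and high antibiotic wells for full effect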
influenza NS1A – H1N1 influenza NS1A inhibitors, functional cell based assay (AID 504329) | NS1A functional cell-based assay, percent inhibition; higher % means a stronger effect | one-dose inhibition, % at 12.5 µM; IC50 in µM for titrated hits | actives 0.3% (n = 340,000); in the data active = a potency from the dose series; inconclusive = inhibition above about 27% without an active follow-up result; also: strong numbers were not always called active
inhibitors of VEEV 10K pilot screen – second read-out of inhibitors of VEEV, no call of its own (marks repeat the call); inhibition, %; measured here: 10K pilot screen inhibition
Starred values were filed as active, the others as inactive; i = inactive; ? = inconclusive; . = no result given.

SMILES | H37Rv inhibition | inhibitors of VEEV | PhoP GFP inhibition | M. tuberculosis | influenza NS1A | others
COc1cc(/C=N/NC(=O)CC2(C)OCCO2)cc(Br)c1O | 8% | 6.4% | -6% | -13% | -4%
Cc1ccc(-n2nnnc2-c2cnc3ccc(Cl)cc3c2-c2ccccc2)cc1 | -1% | 5.1% | 5% | -9% | 0%
Cc1ccccc1-n1nc2c(c1NC(=O)c1ccc3c(c1)OCO3)CS(=O)(=O)C2 | -1% | 3.1% | -3% | 6% | 1%
CNC(=O)c1ccccc1NC(=O)C1CC(=O)N(c2ccc(OC)cc2)C1 (centres undefined) | -3% | 1.0% | 7% | -2% | 6%
O=C(c1ccco1)N1CCN(Cc2cc(=O)c(OCc3ccc(F)cc3)co2)CC1 | 0% | 2.2% | 2% | -6% | -6%
COc1ccc(NC(=O)C2CC(c3ccccc3Cl)=NO2)cc1 (centres undefined) | -3% | 1.4% | 1% | 61% | 1%
O=C(O)c1c(-c2ccccc2)nnc2ccccc12 | -1% | 0.7% | -1% | -13% | -8%
COc1ccc(C2NCc3ccc4c(c3-n3cccc32)OCO4)cc1OC (centres undefined) | -1% | i | 3% | 10% | 8%
O=C(CCCCCCCC(=O)N1CCCCCC1)N1CCCCCC1 | . | i | . | . | -2%
O=C(C1CCCO1)N1CCN(S(=O)(=O)c2cc(F)ccc2F)CC1 (centres undefined) | -1% | 3.1% | -2% | -24% | 14%

Four neighbouring records out of the list so far:
SMILES | H37Rv inhibition | inhibitors of VEEV | PhoP GFP inhibition | M. tuberculosis | influenza NS1A | others
Cc1ccc(-n2nnnc2-c2cnc3ccc(Cl)cc3c2-c2ccccc2)cc1 | -1% | 5.1% | 5% | -9% | 0%
Cc1ccccc1-n1nc2c(c1NC(=O)c1ccc3c(c1)OCO3)CS(=O)(=O)C2 | -1% | 3.1% | -3% | 6% | 1%
CNC(=O)c1ccccc1NC(=O)C1CC(=O)N(c2ccc(OC)cc2)C1 (centres undefined) | -3% | 1.0% | 7% | -2% | 6%
O=C(c1ccco1)N1CCN(Cc2cc(=O)c(OCc3ccc(F)cc3)co2)CC1 | 0% | 2.2% | 2% | -6% | -6%

Next part
SMILES | H37Rv inhibition | inhibitors of VEEV | PhoP GFP inhibition | M. tuberculosis | influenza NS1A | others
COCc1cc(C)nc2sc(C(=O)Nc3ccccc3Br)c(N)c12 | 9% | 0.8% | 7% | -6% | -72%
NC(=O)[C@@H]1CCCNc2c(I)cc([N+](=O)[O-])cc2C(=O)N[C@@H](Cc2ccccc2)C(=O)N[C@@H](Cc2cnc[nH]2)C(=O)N1 | -4% | 1.5% | -4% | 19% | 17%
COc1ccc(NC(C)=O)cc1NC(=O)CSc1nnc(-c2ccccc2)n1N | 8% | 0.4% | -6% | 3% | -4%
C=C(C)C1Cc2c(C)nn(-c3cccc4cccnc34)c2C1 (centres undefined) | 8% | 1.6% | -5% | 48% | 0%
OC(COCc1cccs1)CN1CCN(c2ccccn2)CC1 (centres undefined) | -13% | 0.4% | -4% | 11% | 5%
O=C(Nc1ccccn1)c1sc2cc([N+](=O)[O-])ccc2c1Cl | 18% | 0.1% | -12% | ? | -18%
Cc1cc(C)cc(NC(=O)CSc2nnc(C3CC3)n2CC2CCCO2)c1 (centres undefined) | -2% | 0.9% | 8% | -3% | -5%
COC(=O)c1ccc(NC(=S)N2CCN(Cc3ccccc3OC)CC2)cc1 | 8% | 0.9% | -16% | 50% | 1%
CCCCC(=O)OCC(=O)Nc1ccc(SC(F)F)cc1 | ? | 0.8% | 14% | -8% | -12%
O=C(CSc1nc2nn(-c3ccccc3)c(=O)c-2c2n1CCCCC2)c1ccc(OC(F)F)cc1 | -3% | 8.6% | . | 49% | -9%
COc1ccc(C(=O)Nn2c(SCC(=O)c3ccccc3)nc3ccccc3c2=O)cc1 | -25% | 2.7% | 2% | -1% | -2%
Cc1cc(Nc2ccc(Br)c(C)c2)n2nc(C)nc2n1 | -9% | 8.0% | -3% | -42% | 12%
COCCn1c(=NC(=O)c2ccc(S(=O)(=O)N3CCc4ccccc4C3)cc2)sc2cc(OC)ccc21 | 6% | i | -9% | -23% | -5%
O=C1CC(C(=O)Nc2ccc(Br)cc2)S/C(=N\N=C\c2ccco2)N1 (centres undefined) | 6% | 0.6% | 8% | -9% | -12%
Cc1ccc(Oc2cc(NN3CCCCC3)c([N+](=O)[O-])cc2[N+](=O)[O-])c(Cl)c1 | 2% | 0.2% | 4% | 0% | 10%
CC(=O)Nc1ccc(OCC(O)CN2CCN(c3cc(Cl)ccc3C)CC2)cc1 (centres undefined) | ? | i | 0% | 7% | -26%
Cc1[nH]c2ccccc2c1C(=O)COC(=O)Cn1cnc2ccccc21 | 1% | 0.3% | -7% | -4% | -1%
O=C(NC1(C(F)(F)F)N=C(c2ccccc2)NC1=O)c1ccc(Cl)cc1Cl (centres undefined) | -11% | 0.7% | -5% | 11% | -1%
O=C(/C=C/c1cccc([N+](=O)[O-])c1)Nc1ccccc1N1CCOCC1 | 3% | 13% | -2% | 41% | 4%
CCOC(=O)c1ccc(NS(=O)(=O)c2c(N)[nH]c(=O)[nH]c2=O)cc1 | -1% | 0.9% | 9% | -8% | -3%

The closing two entries of the part before lead into the next:
SMILES | H37Rv inhibition | inhibitors of VEEV | PhoP GFP inhibition | M. tuberculosis | influenza NS1A | others
O=C(/C=C/c1cccc([N+](=O)[O-])c1)Nc1ccccc1N1CCOCC1 | 3% | 13% | -2% | 41% | 4%
CCOC(=O)c1ccc(NS(=O)(=O)c2c(N)[nH]c(=O)[nH]c2=O)cc1 | -1% | 0.9% | 9% | -8% | -3%
CC(C)Oc1ccc(C(=O)NC2(C(F)(F)F)N=C3SCCN3C2=O)cc1 (centres undefined) | 1% | i | 1% | -6% | -2%
O=C1Nc2ccc([N+](=O)[O-])cc2OC1CCN1CCN(Cc2ccccc2)CC1 (centres undefined) | 4% | 0.7% | 6% | -3% | 3%
Cc1cccc(C(=O)OC2CCOC2=O)c1C (centres undefined) | 1% | 0.7% | -2% | -5% | -5%
CCCCCCCCNC(=O)C(CCC(=O)OCc1ccccc1)NC(C)=O (centres undefined) | -1% | i | 4% | 13% | 7%
Cc1ccsc1C(=O)C1CCCN(Cc2cccn2-c2ccccn2)C1 (centres undefined) | 3% | 0.1% | 11% | 23% | 1%
O=c1oc(Nc2ccccc2Cl)nc2ccccc12 | . | 0.2% | . | . | -4%
COc1ccc(CC(=O)Nc2nc3ccccc3[nH]2)cc1 | -4% | i | 0% | -1% | 12%
CCCC1(C)Nc2ccccc2-c2nc3ccccc3n21 (centres undefined) | -5% | 0.3% | 12% | 5% | -1%
CC(C)NC(=O)CCn1ccc2cc(S(=O)(=O)N3CCCC3)ccc21 | -4% | i | 4% | -10% | -5%
Cc1ccc(CC(=O)NC2CCN(C)CC2)cc1 | 0% | 0.1% | -8% | 12% | -2%

Overlap with the part before: four compounds, then new ones.
SMILES | H37Rv inhibition | inhibitors of VEEV | PhoP GFP inhibition | M. tuberculosis | influenza NS1A | others
COc1ccc(CC(=O)Nc2nc3ccccc3[nH]2)cc1 | -4% | i | 0% | -1% | 12%
CCCC1(C)Nc2ccccc2-c2nc3ccccc3n21 (centres undefined) | -5% | 0.3% | 12% | 5% | -1%
CC(C)NC(=O)CCn1ccc2cc(S(=O)(=O)N3CCCC3)ccc21 | -4% | i | 4% | -10% | -5%
Cc1ccc(CC(=O)NC2CCN(C)CC2)cc1 | 0% | 0.1% | -8% | 12% | -2%
Oc1ccc(O)cc1 | 3% | . | -15% | 63% | .
CC(C)CC(C(=O)Nn1cnnc1)N1C(=O)c2ccccc2C1=O (centres undefined) | 7% | 0.5% | -7% | -1% | 4%
Cc1nc2scc(C)n2c(=O)c1S(=O)(=O)Nc1ccc(F)cc1 | -1% | i | -5% | -6% | 8%
Cc1ccccc1C(=O)N1CCC(C(=O)Nc2cccc(S(=O)(=O)N3CCCCC3)c2)CC1 | -9% | i | . | 12% | 7%
CSc1ncc(OCc2ccccc2)c(=O)[nH]1 | 5% | 0.3% | 2% | 3% | -4%
O=C(/C=C/c1ccco1)NC(=S)Nc1nc(-c2ccc(Cl)cc2)cs1 | -1% | ? | 11% | 15% | 0%
Oc1ccccc1-c1nnc(SCCN2CCOCC2)n1Cc1ccccc1 | -5% | 6.8% | 5% | 37% | -1%
COC(C[C@@H]1O[C@H]1[C@@H](O)COCc1ccccc1)OC | . | i | . | . | -8% | inhibitors of VEEV 10K pilot screen=0.3
Cn1cnnc1SCC(=O)NC(=O)NCc1ccccc1 | 2% | 0.0% | . | -6% | -11%
O=C(CSc1nc(-c2cccs2)cc(C(F)(F)F)n1)Nc1cc(OCC(F)(F)C(F)F)cc([N+](=O)[O-])c1 | 11% | 1.5% | 2% | 15% | 5%
O=C(/C=C\c1cccs1)c1c(O)ccc2ccc(=O)oc12 | 70% | 4.3% | 0% | ? | -5%
C=CCNC(=O)CN1N=C(c2ccc(C)cc2)CCC1=O | 4% | 0.7% | -2% | -8% | -6%
O=C(Nc1c2c(nn1-c1ccc(F)cc1)CS(=O)C2)c1ccc(S(=O)(=O)N2CCOCC2)cc1 (centres undefined) | -5% | i | -4% | -8% | -3%
Cc1ccc(OCCSC2=NN2c2cc(C)nc(N)n2)cc1 | -3% | i | 2% | 9% | -5%
N#CC1(NC(=O)CN2CCc3ccccc3C2)CCCC1 | -7% | i | -4% | -3% | -6%
CCOCCn1c(=O)c2c(nc3n2CCCN3CCc2ccccc2)n(C)c1=O | 9% | 2.2% | -7% | 2% | 11%
CSCCC(NC(=O)c1ccco1)C(=O)OCc1cc([N+](=O)[O-])cc2c1OCOC2 (centres undefined) | -4% | 0.7% | -7% | -1% | -3%
CC(C)c1nnc(NC(=O)CCC(=O)Nc2ccc(F)cc2)s1 | 2% | 1.5% | -4% | 6% | 10%
Cc1nc(-c2ccccc2)cc(=O)[nH]1 | -6% | 1.6% | -2% | -6% | -12%
CCOC(=O)N1CCN(C(=O)C2CCN(C(=O)c3ccccc3C)CC2)CC1 | . | i | . | . | 2%

Reprinted from the part before: 3 compounds, followed by the next part.
SMILES | H37Rv inhibition | inhibitors of VEEV | PhoP GFP inhibition | M. tuberculosis | influenza NS1A | others
CC(C)c1nnc(NC(=O)CCC(=O)Nc2ccc(F)cc2)s1 | 2% | 1.5% | -4% | 6% | 10%
Cc1nc(-c2ccccc2)cc(=O)[nH]1 | -6% | 1.6% | -2% | -6% | -12%
CCOC(=O)N1CCN(C(=O)C2CCN(C(=O)c3ccccc3C)CC2)CC1 | . | i | . | . | 2%
Cc1cc(NC(=O)CSc2nc3ccsc3c(=O)n2CCCC(=O)NCCc2ccccc2)no1 | 0% | i | -2% | -1% | 0%
CN(C(=O)c1cc2c(=O)n3ccccc3nc2s1)C1CCCCC1 | 4% | 9.6% | -6% | -10% | -4%
O=C(Oc1ccc(-c2nnco2)cc1)N(c1ccccc1)c1ccccc1 | 53% | 1.4% | -7% | 50% | -15%
CC1CN(CC(=O)N2CCc3[nH]c4ccccc4c3C2)CC(C)O1 (centres undefined) | -2% | 1.0% | 13% | -3% | 2%
CCOc1ccc(N=C2SC(C(=O)Nc3ccccc3C#N)C(N)=C2C(=O)Nc2ccc(Cl)cc2)cc1 (centres undefined) | 18% | 1.5% | -5% | 41% | 8%
CCOC(=O)Cn1cnc2scc(-c3ccccc3)c2c1=O | -28% | 0.8% | -7% | 37% | -5%
O=C(Cc1c(F)cccc1Cl)NNC(=O)Nc1ccc2c(c1)OCO2 | -4% | 0.7% | -9% | -10% | -11%
Cc1ccc(-c2nnn(CC(=O)N(CC(=O)NC3CCCC3)c3cnc4ccccc4c3)n2)o1 | -10% | i | -8% | 4% | -2%

The order is random. Share with any hit: about 1.5%.
